Screening results from PubChem BioAssay.
GLP1R inv ag = qHTS of GLP-1 Receptor Inverse Agonists (Inhibition Mode); Glucagon-like peptide 1 receptor (Homo sapiens), P43220; HEK293 GLP-1R CRE-luciferase, luminescence, 24 h; GLP-1R form is constitutively active; Potency, µM (series often up to 38.3 µM), inactives show top-dose activity change, negative = inhibition, hits mostly inhibitors; actives 1.6% (n = 410,000); further: potency means the concentration at half of the fitted maximal effect; on the % scale 0 is the no-effect control and ±100 the full control effect; nearly all actives have a fitted effect of over 55% in size
Target sequence (P43220 whole entry, looked up): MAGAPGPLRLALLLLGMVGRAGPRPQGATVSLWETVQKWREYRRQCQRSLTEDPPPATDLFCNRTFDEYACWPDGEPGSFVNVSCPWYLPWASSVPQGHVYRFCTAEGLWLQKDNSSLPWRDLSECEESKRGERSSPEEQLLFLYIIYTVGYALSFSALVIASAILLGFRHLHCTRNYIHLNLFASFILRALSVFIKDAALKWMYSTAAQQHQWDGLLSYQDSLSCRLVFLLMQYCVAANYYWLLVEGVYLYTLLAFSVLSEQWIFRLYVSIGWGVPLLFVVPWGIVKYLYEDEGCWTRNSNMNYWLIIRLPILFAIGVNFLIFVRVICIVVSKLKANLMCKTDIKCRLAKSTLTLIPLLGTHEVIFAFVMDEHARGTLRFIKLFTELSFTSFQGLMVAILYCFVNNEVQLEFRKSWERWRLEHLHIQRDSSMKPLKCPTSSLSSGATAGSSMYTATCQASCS
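Cells are plated, allowed 12 hours at 37 deg C, then treated with compounds for 24 hr before luciferase detection reagent is added and luminescence is read after 12 min at room temperature. The HEK293 line carries constitutively active GLP-1R with a cAMP-responsive reporter.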
IL-2 act = qHTS of IL-2 Activators. AID 652025, 2013. activation, % (series mostly up to about 46 µM). actives 0.065% (n = 360,000). IL-2 activation reporter assay, cell-based qHTS; stimulated with anti-CD3/CD4/CD28 beads; in transgenic mouse T cells; in the data active means activation above about 50%; inconclusive means mostly about 30% to 49%; further: 0% is about no effect
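Screening format: compound pinned onto unstimulated transgenic mouse T cells, 60 min incubation, then anti-CD3/anti-CD4/anti-CD28 bead stimulation for 18 hours at 37 degrees C, followed by EGFP and DsRed detection.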
EPAC1 agonist = qHTS for Agonist of cAMP-regulated guanine nucleotide exchange factor 3 (EPAC1): primary screen. actives 0.073% (n = 360,000). Potency, µM (highest dose often 154 µM), without a hit: top-dose activation, most hits filed as activators. EPAC1 agonist qHTS, biochemical assay; response scale: 100% = response to 6.5 mM cAMP; further: potency means the concentration at half of the fitted maximal effect; nearly all actives have a fitted effect of over 60% in size
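Compounds were pinned as a concentration titration into mixtures of EPAC1 (100 nM), BODIPY-GDP-loaded Rap1B (250 nM) and GDP (50 uM). After 5 min at room temperature, fluorescence was followed for 30 min; activity was scaled to 6.5 mM cAMP.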
EPAC1 antag = qHTS for Antagonist of cAMP-regulated guanine nucleotide exchange factor 3 (EPAC1): primary screen; EPAC1 GEF assay, Rap1b-BODIPY-GDP exchange fluorescence; Potency, µM (top dose mostly 115 µM), inactives show top-dose activity change, negative = inhibition, actives largely listed as inhibitors; Rap guanine nucleotide exchange factor 3 (Homo sapiens), O95398; actives 0.14% (n = 360,000); AID 720709, 2013;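 further: potency means the concentration at half of the fitted maximal effect; plate controls were vehicle for no effect and positive control for full effect; nearly all actives have a fitted effect of over 50% in size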
PTHR1 ag = qHTS for PTHR1 Agonists: Primary Screen. Potency, µM (doses to about 115 µM), for inactives: at the top dose activation, actives largely listed as activators. Parathyroid hormone/parathyroid hormone-related peptide receptor (Homo sapiens), Q03431. actives 0.075% (n = 410,000). HEK293 GP2 PTHR1 cells, GloSensor cAMP luminescence, 1 h; further: potency means the concentration at half of the fitted maximal effect; nearly all actives have a fitted effect of over 55% in size; some results filed as inactive show a strong effect at the top dose; inactives centre near -15; many of its hits are not listed in these tables
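HEK-293-derived GP2 cells expressing PTHR1 and a GloSensor cAMP reporter, 3,000/well, plated overnight, given luciferin plus IBMX (each 0.5 mM as added) for 1 h at 37 °C, then compound for 1 h at 37 °C. Luminescence was read after 15 min at room temperature.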
GLP1R cytotox = qHTS of GLP-1 Receptor Inverse Agonists: Cytotox Screen. HEK293 cAMP-luciferase reporter cells, luminescence, 24 h. Potency, µM (series often up to 38.3 µM), for inactives: top-dose activity change, negative = inhibition, usual class: inhibitors. actives 0.13% (n = 410,000);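 further: loss of luciferase light is scored as toxicity; potency means the concentration at half of the fitted maximal effect; on the % scale 0 is the no-effect control and ±100 the full control effect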
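Compound-treated cells are incubated 24 hr at 37 deg C under 5% CO2 after a 12 hour attachment period, then luciferase detection reagent is added and luminescence is measured following 12 min at room temperature; lowered signal indicates toxicity.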
GLP1R ag = qHTS of GLP-1 Receptor Agonists | HEK293 GLP-1R CRE-luciferase, luminescence, 4-6 h; cells express a hypersensitive GLP-1R form | Potency, µM (titrated, usually from 45.6 µM), for the others: at the top dose activation, actives largely listed as activators | actives 0.007% (n = 380,000); further: potency means the concentration at half of the fitted maximal effect; % of control where 0% means no effect
PI5P4K alpha inh = qHTS for Inhibitors of phosphatidylinositol 5-phosphate 4-kinase (PI5P4K). Phosphatidylinositol 5-phosphate 4-kinase type-2 alpha (Homo sapiens), P48426. PI5P4Kalpha enzyme, ADP-Glo luminescence, 60 min; hits give low values. max response, %. actives 1.2% (n = 330,000). AID 652105, 2013; active means max response of -50% or lower; inconclusive means between -30% and -50%; inactive means -30% or higher; further: value at the top dose of about 77 µM; on the % scale 0 is the no-effect control and ±100 the full control effect
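PI5P4Kalpha ADP-Glo assay; 5 microM ATP final; 60 min RT reaction; HEPES pH 7.4/EGTA/CHAPS, 5% DMSO; controls lacking substrate or enzyme; luminescent end-point.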
PLK1 PBD inh = qHTS for Inhibitors of PLK1-PDB (polo-like kinase 1 - polo-box domain): Primary Screen; Plk1 PBD binding of FITC phosphopeptide, fluorescence polarization; Potency, µM, for inactives: max response, negative = inhibition, most hits filed as inhibitors; actives 2.8% (n = 360,000); AID 720504, 2013; further: potency means the concentration at half of the fitted maximal effect; series mostly up to about 57 µM; on the % scale 0 is the no-effect control and ±100 the full control effect; nearly all actives have a fitted effect of over 65% in size
Target sequence (P53350 whole entry, looked up, the tested form may be a part): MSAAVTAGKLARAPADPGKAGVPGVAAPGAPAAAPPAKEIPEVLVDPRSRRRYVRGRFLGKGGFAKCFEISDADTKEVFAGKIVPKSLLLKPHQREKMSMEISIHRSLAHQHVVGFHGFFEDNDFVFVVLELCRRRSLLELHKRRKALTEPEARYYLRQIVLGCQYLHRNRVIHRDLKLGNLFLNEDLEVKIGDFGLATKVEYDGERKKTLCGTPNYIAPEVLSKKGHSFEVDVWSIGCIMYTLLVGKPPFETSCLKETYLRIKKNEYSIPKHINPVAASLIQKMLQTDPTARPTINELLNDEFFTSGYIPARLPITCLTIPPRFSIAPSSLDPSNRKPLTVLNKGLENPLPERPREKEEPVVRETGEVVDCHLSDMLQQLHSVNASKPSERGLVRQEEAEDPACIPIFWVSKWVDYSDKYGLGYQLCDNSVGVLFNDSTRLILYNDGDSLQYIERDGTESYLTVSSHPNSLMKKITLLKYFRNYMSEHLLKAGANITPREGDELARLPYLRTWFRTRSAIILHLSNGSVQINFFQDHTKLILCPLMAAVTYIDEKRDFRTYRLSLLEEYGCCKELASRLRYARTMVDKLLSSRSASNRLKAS
Numbers without * were called inactive; i = inactive; ? = inconclusive; · = no result given; [ ] = dose if it differs, or a comment. Unless noted, the call rests on the fitted dose curve; in most records, active means well fitted curve in the direction sought with a large enough effect; inconclusive means small, poorly fitted or top-dose-only effect, or another doubt; inactive means no such curve, though single readings can be large; an effect the other way counts as inactive or inconclusive.

Below each compound – EPAC1 antag, EPAC1 agonist, PI5P4K alpha inh, GLP1R inv ag, PTHR1 ag, GLP1R cytotox, PLK1 PBD inh, GLP1R ag, IL-2 act
1) Cc1ccccc1-n1nnnc1SC1CCOC1=O (stereo not given)
  -12.9%, 9.9%, 5.7, 26.9%, -2.7%[57.5 µM], 3.3%, -14.6%, -10.4%, 0.4
2) COCC(C)NC(=O)c1cccc([N+](=O)[O-])c1 (stereo not given)
  12.8%, 2.2%, 0.1, 13.8%, i, 2.0%, 2.2%, 3.6%, 0.1
3) Cc1cc(C(=O)COC(=O)c2cc(O)c3ccccc3c2O)c(C)n1CC1CCCO1 (stereo not given)
  -18.9%, 3.1%, ?, -24.6%, -24.5%, -3.4%, 8.44µM*, -7.4%, 0.7
4) COn1c(SC(C)C)nc2ccccc2c1=O
  -1.7%, 7.8%, ·, 3.4%, -6.7%, 1.7%, -5.4%, 27.7%, 0.5
5) O=C(COc1ccccc1)Nc1ccc(CN2CCCCC2)cc1
  -11.8%, -3.1%, -2.0, ?, -24.1%, 3.4%, -22.8%, 6.0%, -4.0
6) Cc1onc(-c2c(Cl)cccc2Cl)c1NC(=O)NC1CCSC1 (stereo not given)
  13.6%, 6.2%, 2.2, -14.2%, i, 3.4%, -0.5%, 15.9%, -0.6
7) CC(NS(=O)(=O)c1cccc(Cl)c1)C(=O)N(C)C1CCN(C)CC1 (stereo not given)
  4.8%, -3.1%, -7.6, 0.5%, i, 1.0%, -5.1%, -11.1%, 1.6
8) COc1ccc(CCNC(=O)CCOc2ccc(C)cc2)cc1OC
  4.6%, -14.6%, -14.0, -6.8%, -1.1%, -0.4%, 2.5%, 3.5%, -1.2
9) COc1ccc(CN(C)C(=O)CNC(=O)c2sc3ccccc3c2Cl)c(OC)c1OC
  -6.9%, -1.9%, 3.0, 5.0%, -36.9%[inhibitor], -13.2%, 1.8%, 16.2%, 0.0
10) Cc1nc(SCc2ccc([N+](=O)[O-])cc2)n[nH]1
  11.6%, 3.3%, -1.3, 37.5%[activator], ?, -0.1%, -16.5%, -0.7%, -2.9
11) CC(=O)c1ccc(NC(=O)Nc2cccc3ccccc23)cc1
  12.8%, 7.9%, 1.9, 0.2%, i, -0.8%, 2.3%, -4.6%, 5.0
12) COc1ccc(S(=O)(=O)/C(C#N)=C/Nc2ccccc2F)cc1
  -7.8%, -3.4%, 1.8, 14.6%, -28.7%, -25.3%, -4.1%, 3.3%, 0.3
13) O=C(NCCCn1ccnc1)C(=O)NCC(c1ccco1)N1CCN(c2ccccc2)CC1 (stereo not given)
  5.7%, -8.1%, 2.2, 3.4%, -2.2%, 9.2%, -0.3%, -0.4%, -1.2
14) CC(=O)c1cccc(NC(=O)CSc2nc(=O)n(Cc3ccccn3)c3c2CCC3)c1
  -7.9%, -2.7%, -0.8, 6.4%, -7.8%, -3.3%, 2.0%, 10.8%, 0.4
15) CN(CC(=O)O)Cc1nc2ccccc2[nH]1
  0.5%, -6.8%, ·, 4.7%, 11.8%[57.5 µM], -3.4%, -0.1%, -2.5%, 0.0
16) CC1C/C(=N\Nc2ccc(S(N)(=O)=O)cc2[N+](=O)[O-])CC(C)(C)C1 (stereo not given)
  -24.2%, 3.4%, 11.8, -20.5%, i, 5.7%, -4.3%, 28.0%, -4.7
17) CC1COc2ccccc2N1C(=O)c1cccnc1Cl (stereo not given)
  -7.2%, 4.1%, 3.9, 3.5%, -19.4%, -16.5%, 5.4%, 0.1%, 3.1
18) O=C(O)C1CCN(C(=O)c2csc(-c3ccc4c(c3)CCO4)n2)CC1
  -3.6%, -8.8%, 0.3, 26.8%, 0.7%, 0.9%, -3.4%, -3.6%, -0.7
19) O=C1OC(c2ccccc2)c2ccc3ccccc3c21 (stereo not given)
  -11.3%, 13.6%, 10.5, -10.4%, i, -3.7%, 5.6%, 0.3%, -3.1
20) Cc1ccc(S(=O)(=O)N2CCOCC2)cc1NC(=O)COc1ccccc1Cc1ccccc1
  -10.2%, 6.6%, 7.1, ?, -20.4%, -2.9%, 6.2%, -4.5%, -1.0
21) CC(c1nccs1)N(C)C(=O)CCc1nnc(Cc2c[nH]c3ccccc23)o1 (stereo not given)
  -13.0%, -4.2%, 0.8, 7.9%, 13.4%, -4.4%, -8.1%, 2.8%, -0.3
22) CC(=O)N1C(O)CC(C)N1c1ccccc1 (stereo not given)
  8.1%, 1.6%, 3.0, 5.2%, i, -3.4%, -3.6%, -0.3%, -0.5
23) CCOC(=O)c1cc(NC(=O)OC)c(C)nc1C
  -4.9%, 18.6%, 4.2, 7.1%, i, 1.9%, -5.6%, -0.9%, -0.7
24) COc1ccc2c(c1)c(C(C)=O)c(C)n2-c1ccccc1OC
  -21.7%, -6.1%, 6.2, ?, -22.5%, -7.6%, -5.0%, 24.5%, -0.8
25) CN(C)CCCNC(=O)C[C@H]1C[C@H](C(=O)N2CCCCC2)[C@@]2(C)c3[nH]c4cc(CCC(=O)N(C)C)ccc4c3CCN2C1=O
  -17.4%, 15.5%, 6.2, 4.6%, -0.2%, 2.2%, -9.8%, -2.9%, -0.2
26) CSCC(NS(=O)(=O)c1ccc(C)cc1)C(=O)O (stereo not given)
  4.6%, 3.4%, -0.5, -2.2%, i, -7.7%, -15.7%, -0.2%, 2.5
27) O=C(COC(=O)c1ccc2ncsc2c1)NCc1ccccc1Cl
  -19.1%, -7.9%, 0.3, 11.1%, -11.7%, 0.5%, 1.7%, 10.5%, 3.1
28) CCNC(=O)c1ccccc1NC(=O)c1cccc(S(=O)(=O)N2CCOCC2)c1
  -21.8%, 3.5%, 6.5, 12.4%, i, 8.6%, -7.1%, -0.7%, -0.1
29) O=C(Nc1ccc2c(c1)OCO2)c1cnn2cccnc12
  0.7%, 6.7%, ·, 0.0%, -17.8%[57.5 µM], 3.3%, -12.7%, -6.4%, -2.1
30) CS(=O)(=O)N(CC(=O)Nc1ccc(F)cc1F)C1CCCCC1
  1.3%, -5.0%, 5.6, ?, i, -13.6%, -7.2%, -6.4%, -3.2

Remaining list, next part.
Below each compound – EPAC1 antag, EPAC1 agonist, PI5P4K alpha inh, GLP1R inv ag, PTHR1 ag, GLP1R cytotox, PLK1 PBD inh, GLP1R ag, IL-2 act
31) CCCCCNC(=O)Cc1ccc(S(=O)(=O)N2CCOCC2)s1
  19.4%, -1.2%, -14.8, 2.4%, i, -2.3%, 3.7%, -10.9%, -1.1
32) CCOc1ccccc1N1CC(C(=O)Nc2ccc(S(=O)(=O)N3CCCCC3)cc2)CC1=O (stereo not given)
  -22.0%, -1.2%, -11.1, 16.1%, -26.0%, -1.7%, -8.4%, -2.9%, -0.3
33) CC(=O)Nc1cccc(CCc2nc3ccccc3[nH]2)c1
  0.1%, 4.8%, -24.4, 26.2%, -24.8%, -20.8%, ?, 1.2%, 0.4
34) O=S(=O)(CCN1CCCC1)NCCNS(=O)(=O)c1ccc(F)cc1Br
  -8.0%, 6.0%, -0.7, 0.2%, -15.1%, -1.6%, -8.9%, 14.0%, -0.3
35) CN(C)C(=S)NC(=S)Nc1ccc2ccccc2c1
  -11.8%, 22.7%, 16.5, ?, i, ?, -11.1%, 6.9%, -5.4
36) CC(C)NC(=S)NN=C1CCCCCCCCCCC1
  -4.3%, -2.6%, 1.4, ?, -12.7%, ?, -5.2%, 2.8%, -0.6
37) COc1ccc(C(C(=O)NC(C)(C)C)n2c(=O)c(-c3cc4ccccc4[nH]3)nc3ccccc32)cc1 (stereo not given)
  -12.6%, -2.0%, 3.3, 10µM*, -11.1%, ·, 1.0%, ·, 0.0
38) CCOC(=O)C1CCN(c2ncnc3c2c(-c2ccccc2)cn3-c2ccccc2)CC1
  -3.9%, 3.8%, 17.4, ?, -15.2%, -0.2%, 1.3%, 13.3%, 1.5
39) O=C(Nc1ccc(NC(=O)c2ccco2)nc1)c1ccccn1
  -12.6%, 3.7%, -7.0, ?, -60.7%[57.5 µM], 3.5%, -4.2%, -11.6%, 0.2
40) COCC(C)NC(=O)C(C)Oc1ccccc1 (stereo not given)
  7.6%, -4.9%, -10.2, 6.2%, -9.8%, -0.3%, -14.9%, 11.2%, -0.2
41) CCC(C)[C@H](NC(=O)N1CC(=O)Nc2ccccc21)C(=O)N[C@H](Cc1c[nH]c2ccccc12)C(=O)O (stereo not given in full)
  -18.7%, -7.3%, -2.4, -0.3%, -25.0%, -12.8%, -3.2%, -0.6%, 0.0
42) Cc1ccc(SCC(=O)N(C)CC(=O)Nc2cccc(F)c2)cc1
  4.1%, -5.8%, 9.1, ?, i, -0.3%, -6.6%, -1.7%, -3.4
43) Cc1ccnc(NC(=O)c2ccc(COc3c(F)c(F)cc(F)c3F)o2)c1
  -4.7%, -1.3%, -2.5, 11.9%, -19.9%, -0.5%, -8.9%, 0.2%, 1.3
44) Cc1cccc(Cn2ncc(Cl)c(Cl)c2=O)c1
  1.3%, 6.1%, ·, -7.2%, -13.1%[57.5 µM], ?, -11.3%, -24.4%, -1.3
45) Cn1c(CC2C(=O)Nc3ccc(Br)cc32)nc2ccccc2c1=O (stereo not given)
  -9.5%, -13.8%, -23.6, ?, i, -10.1%, -17.6%, -33.1%, -0.2
46) OC(Cn1ccnc1)c1ccc(Cl)cc1Cl (stereo not given)
  8.1%, 6.6%, -0.4, 6.1%, i, 6.5%, -4.8%, 1.6%, -0.5
47) COc1ccc(Nc2c[nH]c(=O)[nH]c2=O)cc1
  9.3%, -0.3%, -6.1, 8.1%, -24.7%, -0.3%, 4.2%, -0.9%, -3.7
48) O=C(Nc1ccccc1)Nc1cnccn1
  20.2%, 1.3%, -0.7, 55.7%[activator], -1.6%, 3.1%, -7.6%, 0.8%, -2.5

Only part of the results is shown; count on the stated rates, not on these rows.
